Bioassay records deposited in PubChem by Broad Institute.
ARNT-TACC3 inh – ARNT/TACC3 interaction disruption. Q9Y6A5. AlphaScreen His-ARNT PAS-B/GST-TACC3 binding, luminescence; TACC3 fragment carries E629A point mutation. inhibition, % at 9.99 µM. 390,000 tested, 0.66% active;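 active = mean inhibition of replicates at least 50% and at least half of replicates each reaching 50%; inconclusive = half or more replicates reach 50% but mean below 50%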;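 also: 0% = complete ARNT plus TACC3 wells and 100% = ARNT alone without TACC3; many hits fall short of the cut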
PglD inh – blocks C. jejuni PglD acetyltransferase activity; purified PglD enzyme, DTNB colorimetric CoA detection; inhibition, % at 12.5 µM; 360,000 tested, 0.098% active; in the data active = inhibition above about 16%, passing the limit was not always enough; inconclusive = no clear call, values can overlap the other calls; also: strong numbers were not always called active
esBAF inh – SWI/SNF esBAF complex inhibition; mouse ES cells, Bmi1-luciferase knock-in reporter, 24 h; 100% = twice the neutral-well signal; reporter increase, % at 12.5 µM; 350,000 tested, 2% active; AID 602393; in the data active = activation above about 40%; inconclusive = no clear call, values can overlap the other calls;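 also: 0% = median of the plate's neutral control wells and 100% = double that signal; a rise in the Bmi1 reporter signal indicates esBAF inhibition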
Casp6 inh – blocks human caspase-6 cleavage activity; purified caspase-6, Z-VEID-R110 cleavage fluorescence; inhibition, % at 12.5 µM; AID 686996; 350,000 tested, 0.53% active; P55212;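 active = mean inhibition across replicates at least about 35%, with every replicate also reaching that limit, limit read from the data; inconclusive = only one of the two criteria met; inactive = neither criterion met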;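 also: 0% = median of neutral control wells and 100% = no fluorescence left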
E-selectin induc – E-selectin induction on HUVECs; 260,000 tested, 0.37% active; P16581; AID 686992; activation, % at 7.58 µM; HUVEC E-selectin immunofluorescence imaging; normalized: neutral wells 0, TNF-alpha wells 100;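 active = mean E-selectin-positive cell signal at least 10% of the positive control, reached in at least 60% of replicates, without over 20% cell loss; inconclusive = no rule given, readout overlaps actives, possibly toxicity-flagged; inactive = the rest, including those meeting only one limit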;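 also: in these data hits start at about 27%; measured in HUVEC primary endothelial cells; signal is the percent of cells scored E-selectin positive by PE staining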
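Test system – human umbilical vein endothelial cells (HUVEC), E-selectin induction · Input – 3,000 HUVEC seeded per well · Buffer or medium – EGM-2, gelatin · Compound dosing – single-point compound dose · Detection – immunofluorescence imaging · Measure – percent E-selectin-positive cells · Controls – TNF-alpha high, DMSO low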
RAD52 inh – RAD52 (human) annealing inhibition | recombinant RAD52 DNA annealing, FRET fluorescence | inhibition, % at 18.7 µM | 360,000 tested, 0.46% active | AID 651710;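 active = every replicate showing at least 50% inhibition; inconclusive = mean inhibition at least 50% but not in every replicate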
Target sequence (P43351 whole entry, looked up): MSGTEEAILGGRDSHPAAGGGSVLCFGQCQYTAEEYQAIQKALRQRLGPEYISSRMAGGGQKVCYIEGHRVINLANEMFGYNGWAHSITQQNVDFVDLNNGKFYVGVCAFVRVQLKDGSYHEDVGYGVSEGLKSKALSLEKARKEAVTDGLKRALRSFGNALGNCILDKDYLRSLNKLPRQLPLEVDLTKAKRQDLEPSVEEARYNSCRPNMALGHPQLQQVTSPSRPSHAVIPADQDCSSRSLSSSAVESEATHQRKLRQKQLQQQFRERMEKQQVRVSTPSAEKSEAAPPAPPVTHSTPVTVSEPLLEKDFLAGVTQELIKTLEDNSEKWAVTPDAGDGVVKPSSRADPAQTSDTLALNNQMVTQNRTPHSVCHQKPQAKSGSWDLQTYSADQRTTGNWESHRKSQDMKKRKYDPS
ERp5 block – inhibitors of human ERp5; 350,000 tested, 0.05% active; AID 651711; ERp5 insulin aggregation, absorbance 650 nm, 90 min; inhibition, % at 9.99 µM;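 active = mean replicate inhibition above about 25%, with every replicate also reaching it, limit read from the data, passing the limit was not always enough; inconclusive = only one of those two criteria met; inactive = neither criterion met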
Target sequence (Q15084 whole entry, looked up): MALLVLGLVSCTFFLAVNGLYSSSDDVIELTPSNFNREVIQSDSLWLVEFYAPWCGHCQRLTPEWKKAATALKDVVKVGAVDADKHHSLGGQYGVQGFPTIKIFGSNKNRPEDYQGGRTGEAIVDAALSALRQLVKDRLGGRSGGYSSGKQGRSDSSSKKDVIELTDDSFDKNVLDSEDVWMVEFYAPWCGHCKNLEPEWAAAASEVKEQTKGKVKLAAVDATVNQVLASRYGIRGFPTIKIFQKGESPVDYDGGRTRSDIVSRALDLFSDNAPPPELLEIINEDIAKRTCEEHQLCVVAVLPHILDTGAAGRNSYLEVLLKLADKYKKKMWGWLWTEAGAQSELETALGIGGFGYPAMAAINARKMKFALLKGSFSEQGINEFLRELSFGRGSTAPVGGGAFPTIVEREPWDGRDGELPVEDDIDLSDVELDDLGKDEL
RAD54 inh – blocks human RAD54 Holliday junction branch migration | Q92698 | FAM/BHQ fluorescence | inhibition, % at 10.4 µM | 360,000 tested, 0.14% active | AID 602329;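 active = mean normalized replicate activity at least 40 and at least half of replicates scoring 40 or more; inconclusive = only one of the two criteria met; inactive = mean below 40 and under half of replicates reaching 40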;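 also: 0% = median of neutral control wells and 100% = median of positive control wells; inhibitors cause a drop in the FAM fluorescence signal; in these data hits start at about 50%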
* hit, by the source's call; & = joins results of further samples.

Screening C[C@H]1CN([C@@H](C)CO)C(=O)c2cc(N(C)C)ccc2O[C@@H]1CN(C)S(=O)(=O)c1ccc(F)cc1 returned ARNT-TACC3 inh 3, PglD inh 11, esBAF inh -3, Casp6 inh 2, E-selectin induc -0.1, RAD52 inh -11, ERp5 block -4 and RAD54 inh -6.
Screening COc1ccc(C(=O)c2[nH]c(N)c(C(=O)NCCc3c[nH]c4ccccc34)c2-c2c(F)cccc2Cl)cc1 returned Casp6 inh -4, E-selectin induc 0.5, RAD52 inh -16 and ERp5 block 0.
CCOC(=O)c1c(C)c(-c2ccccc2)n(CC(=O)N2CCCC2)c1C was read as ARNT-TACC3 inh 1, PglD inh 3, esBAF inh 1, Casp6 inh 0, RAD52 inh -7, ERp5 block -11 and RAD54 inh -17.
For Cc1nnc2ccc(-c3ccc(NC(=O)c4cccnc4Cl)cc3)nn12 the results were ARNT-TACC3 inh 4, PglD inh 0, esBAF inh -8, Casp6 inh -3, E-selectin induc -0.1, RAD52 inh -12, ERp5 block 3 and RAD54 inh -10.
C[C@H](CO)N1C[C@H](C)[C@@H](CN(C)Cc2ccccc2C(F)(F)F)OCc2cn(nn2)CCCC1=O was read as ARNT-TACC3 inh -1, PglD inh -1, esBAF inh -2, Casp6 inh 0, E-selectin induc 0.1, RAD52 inh 9, ERp5 block -1 and RAD54 inh 7.
Screening O=C(Cn1cnc2ccccc2c1=O)c1ccc2c(c1)OCCO2 returned ARNT-TACC3 inh -9, PglD inh 3, esBAF inh -4 and RAD54 inh -3.
`Cc1ccc(Cl)cc1NC(=O)CSc1sc2c(O)cc(=O)[nH]c2c1C#N` gave PglD inh -7, esBAF inh -11, Casp6 inh 44*, E-selectin induc 0.0, RAD52 inh -45, ERp5 block -2 and RAD54 inh 3.
`CC(C)NC(=O)N(C)C[C@H]1OCCCC[C@@H](C)Oc2ccc(NS(=O)(=O)c3ccc(F)cc3)cc2C(=O)N([C@@H](C)CO)C[C@H]1C` gave ARNT-TACC3 inh -2, PglD inh 0, esBAF inh 1, Casp6 inh -1, E-selectin induc -0.1, RAD52 inh -6, ERp5 block 6 and RAD54 inh -7.
Cc1cc(NS(=O)(=O)c2ccc(NC(NC(=O)C(C(F)(F)F)C(F)(F)F)(C(F)(F)F)C(F)(F)F)cc2)no1 was read as ARNT-TACC3 inh -8, PglD inh -1, esBAF inh -9 and RAD54 inh -7.
C[C@@H]1CN([C@H](C)CO)C(=O)c2cc(-c3cccc(C#N)c3)cnc2O[C@@H]1CN(C)C(=O)C1CCOCC1 was read as ARNT-TACC3 inh -10, PglD inh 1, esBAF inh 4, Casp6 inh 1, E-selectin induc -0.2, RAD52 inh 1, ERp5 block 1 and RAD54 inh -9.
`CC1=C(C(=O)N2CCOCC2)CC(CC(=O)NCC2CCCCC2)C(=O)N1CCC1=CCCCC1` (centres undefined) gave PglD inh -8, esBAF inh 6, Casp6 inh 2, E-selectin induc 1.0, RAD52 inh -8, ERp5 block 1 and RAD54 inh -29.
`CN1OC[C@@H]2CN[C@H](c3cccc(N4CCOCC4)c3)C[C@@H]21` gave PglD inh 6, esBAF inh -8, Casp6 inh -6, E-selectin induc -0.6, RAD52 inh -8, ERp5 block 3 and RAD54 inh -7.
CCN(CC)C(=O)Cn1cc(C(=O)C(=O)NCc2ccccn2)c2ccccc21 was read as ARNT-TACC3 inh 1, PglD inh -1, esBAF inh -1, Casp6 inh -3, E-selectin induc 1.4, RAD52 inh -18, ERp5 block -5 and RAD54 inh 5.
Screening O=C(COC(=O)c1cc(S(=O)(=O)N2CCCC2)ccc1O)Nc1ccccc1Br returned ARNT-TACC3 inh -1, PglD inh 2, esBAF inh -3, Casp6 inh -1, E-selectin induc 0.7, RAD52 inh -7, ERp5 block 2 and RAD54 inh -7.
`C[C@H](CO)N1C[C@H](C)[C@@H](CN(C)C(=O)Nc2ccc3c(c2)OCO3)Oc2c(NS(=O)(=O)c3cn(C)cn3)cccc2C1=O` gave ARNT-TACC3 inh -5&0, PglD inh -3&-3, esBAF inh inconclusive, Casp6 inh 4&-1, E-selectin induc -8.6&0.1, RAD52 inh -14&26, ERp5 block -2&-2 and RAD54 inh -1&-9.
Screening O=C(NCC1CCCCC1)[C@H]1[C@H](CO)[C@H]2Cn3c(cccc3=O)[C@H]2N1C(=O)CC1CC1 returned ARNT-TACC3 inh 2, PglD inh -2, esBAF inh -1, Casp6 inh 1, E-selectin induc 0.1, RAD52 inh -7, ERp5 block 4 and RAD54 inh 0.
For N#C/C(=C\c1ccc(N2CCCC2)c([N+](=O)[O-])c1)c1nc2ccccc2[nH]1 the results were ARNT-TACC3 inh 27, PglD inh 2, esBAF inh 29, E-selectin induc 9.7 and RAD54 inh 3.
Screening Cc1c(N=Cc2ccccn2)c(=O)n(-c2ccccc2)n1C returned ARNT-TACC3 inh 11, PglD inh 1, esBAF inh -8 and RAD54 inh -8.
Screening CS(=O)(=O)Nc1ccc2c(c1)[C@@H]1C[C@H](CC(=O)NCc3ccc(Oc4ccccc4)cc3)O[C@@H](CO)[C@@H]1O2 returned ARNT-TACC3 inh 0, PglD inh 0, esBAF inh -30, Casp6 inh 3, E-selectin induc -0.2, RAD52 inh -2, ERp5 block 8 and RAD54 inh -18.
For CCCn1c(=O)c2c(c3ccccc31)OC(C)C(=O)N2 (centres undefined) the results were ARNT-TACC3 inh 0, PglD inh -4, esBAF inh 0 and RAD54 inh -2.

In the list so far, 2 contain a CF3 group.
C[C@H](CO)N1C[C@H](C)[C@@H](CN(C)Cc2ccccc2C(F)(F)F)OCc2cn(nn2)CCCC1=O was read as ARNT-TACC3 inh -1, PglD inh -1, esBAF inh -2, Casp6 inh 0, E-selectin induc 0.1, RAD52 inh 9, ERp5 block -1 and RAD54 inh 7.
Cc1cc(NS(=O)(=O)c2ccc(NC(NC(=O)C(C(F)(F)F)C(F)(F)F)(C(F)(F)F)C(F)(F)F)cc2)no1 was read as ARNT-TACC3 inh -8, PglD inh -1, esBAF inh -9 and RAD54 inh -7.

Returning to the listing, starting 2 compounds before the break.
Screening CS(=O)(=O)Nc1ccc2c(c1)[C@@H]1C[C@H](CC(=O)NCc3ccc(Oc4ccccc4)cc3)O[C@@H](CO)[C@@H]1O2 returned ARNT-TACC3 inh 0, PglD inh 0, esBAF inh -30, Casp6 inh 3, E-selectin induc -0.2, RAD52 inh -2, ERp5 block 8 and RAD54 inh -18.
For CCCn1c(=O)c2c(c3ccccc31)OC(C)C(=O)N2 (centres undefined) the results were ARNT-TACC3 inh 0, PglD inh -4, esBAF inh 0 and RAD54 inh -2.
For O=S(=O)(c1ccc(NC(=S)NCc2ccco2)cc1)N1CCCCC1 the results were ARNT-TACC3 inh -2, esBAF inh -10, Casp6 inh 3, E-selectin induc 0.3, RAD52 inh -44 and ERp5 block 3.
`O=C(CCN1CCCCC1)Nc1ccccc1` gave PglD inh -3, esBAF inh -14, Casp6 inh -2, E-selectin induc -3.3, RAD52 inh -7, ERp5 block 2 and RAD54 inh 0.
`CC(OC(=O)c1nc(Cl)ccc1Cl)C(=O)c1ccccc1` (centres undefined) gave ARNT-TACC3 inh -1, PglD inh -2, esBAF inh 8, Casp6 inh -3, RAD52 inh -1, ERp5 block -2 and RAD54 inh -9.
Screening CNC(=O)C[C@@H]1CC[C@@H]2[C@H](COC[C@@H](O)CN2Cc2ccc(Cl)c(Cl)c2)O1 returned ARNT-TACC3 inh -1, PglD inh -1, esBAF inh -4, E-selectin induc 0.0 and RAD54 inh -1.
For C=CCOc1ccc(/C(O)=C2\C(=O)C(=O)N(CCN(C)C)C2c2cccs2)cc1 (centres undefined) the results were ARNT-TACC3 inh 8, PglD inh -1, esBAF inh 9 and RAD54 inh -8.
For CC(NC(=O)COC(=O)CNC(=O)c1ccccc1Cl)C1CC2CCC1C2 (centres undefined) the results were ARNT-TACC3 inh -9, PglD inh 1, esBAF inh 2, Casp6 inh 2, E-selectin induc 0.1, RAD52 inh -27, ERp5 block 4 and RAD54 inh 6.
For CCN1CCN(C(=O)C2CCN(c3nnc(C)c4c(C)n(-c5ccc(C)cc5)nc34)CC2)CC1 the results were ARNT-TACC3 inh 1, PglD inh 0, esBAF inh -3, Casp6 inh -62, RAD52 inh -139, ERp5 block -2 and RAD54 inh 19.
`O=C(COC(=O)c1nc(Cl)ccc1Cl)Nc1ccc2[nH]c(=O)[nH]c2c1` gave ARNT-TACC3 inh -7, PglD inh 2, esBAF inh -5, Casp6 inh 1, E-selectin induc 0.0, RAD52 inh -9, ERp5 block 1 and RAD54 inh -11.
For CC(=O)c1ccc(OC(=O)/C=C/c2ccccc2)cc1 the results were ARNT-TACC3 inh 1, PglD inh -1, esBAF inh 5, Casp6 inh 0, E-selectin induc 0.6, RAD52 inh -2, ERp5 block -5 and RAD54 inh 1.
For CCOP(=O)(OCC)/C(=N/OC(=O)c1ccccc1C)C(N)=O the results were ARNT-TACC3 inh -1, PglD inh 7, esBAF inh -5 and RAD54 inh -6.
Screening COc1cccc(C#Cc2cnc3c(c2)C(=O)N([C@@H](C)CO)C[C@@H](C)[C@@H](CN(C)C(=O)C2CCC2)O3)c1 returned ARNT-TACC3 inh 1, PglD inh 2, esBAF inh 4, Casp6 inh 0, E-selectin induc -0.7, RAD52 inh 11, ERp5 block -2 and RAD54 inh -1.
Screening C[C@H](CO)N1C[C@H](C)[C@@H](CN(C)Cc2ccccc2)OCCCC[C@H](C)Oc2ccc(N(C)C)cc2C1=O returned ARNT-TACC3 inh -2, PglD inh 6&-4, esBAF inh -7&-3&-1, Casp6 inh -2&0, E-selectin induc 0.3&0.9, RAD52 inh -8&-21, ERp5 block -3&-6 and RAD54 inh 4&-2.
Screening Cc1ccccc1NC(=S)NC12CN3CN(CN(C3)C1)C2 returned ARNT-TACC3 inh 2, Casp6 inh -26, RAD52 inh 5 and ERp5 block 0.
`O=C(C[C@H]1CC[C@@H]2[C@H](COC[C@@H](O)CN2C(=O)c2cnccn2)O1)NCc1ccc(Oc2ccccc2)cc1` gave ARNT-TACC3 inh 31, PglD inh -1, esBAF inh 17, Casp6 inh -2, E-selectin induc 0.0, RAD52 inh 9, ERp5 block -2 and RAD54 inh -4.
`O=C(O)Cn1cccc1C(=O)c1ccccc1` gave ARNT-TACC3 inh -7, PglD inh 0, esBAF inh -1, Casp6 inh 1, RAD52 inh 1, ERp5 block -2 and RAD54 inh -8.
COc1ccc(C(CNC(=O)CNS(=O)(=O)c2ccc(NC(C)=O)cc2)N2CCOCC2)cc1 (centres undefined) was read as ARNT-TACC3 inh 1, esBAF inh 5, Casp6 inh 0, E-selectin induc -0.1, RAD52 inh -9 and ERp5 block -1.
Screening Cc1cc(-c2nc3ccccc3c(=O)o2)ccc1[N+](=O)[O-] returned ARNT-TACC3 inh 7, PglD inh 1, esBAF inh 33, Casp6 inh -1, E-selectin induc 0.0, RAD52 inh -2, ERp5 block -4 and RAD54 inh -5.
`CC(=O)Nc1nnc(SCC(=O)N2C(C)CCCC2C)s1` (centres undefined) gave ARNT-TACC3 inh -3, esBAF inh 0, Casp6 inh -1, RAD52 inh -11, ERp5 block 4 and RAD54 inh 6.
`COc1ccc(Cc2nnc(NC(=O)CS(=O)(=O)c3ccc(C)cc3)s2)cc1OC` gave PglD inh 5, esBAF inh 0, Casp6 inh 3, RAD52 inh -15, ERp5 block -2 and RAD54 inh 12.
For COc1ccccc1NC(=S)NNC(=O)c1nn(C)cc1Cl the results were ARNT-TACC3 inh 57*, PglD inh 5, esBAF inh 8 and RAD54 inh 5.

Hits appear at their usual frequency; any-hit rate near 3.2%.
